Source: PubChem
MPTP block – inhibitors of mitochondrial permeability transition pore | isolated mouse mitochondria, Ca2+ swelling absorbance, 30 min | AID 602449 | 360,000 tested, 1.4% active | inhibition, % at 10 µM;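 active = inhibition of 50% or more, scaled per plate between neutral and stimulator controls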;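 note: 0% = DMSO wells given calcium and 100% = 1 mM EGTA wells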
Gli-Sufu block – Gli-Sufu pathway antagonism; Sufu-KO-LIGHT fibroblasts, Gli luciferase reporter luminescence; inhibition, % at 5 µM; 340,000 tested, 0.74% active;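 active = inhibition above about 55%, limit read from the data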;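 note: 0% = DMSO-treated cells and 100% = wells with medium but no cells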
GRIN3A LBD mod – NR3A (human) ligand-binding domain modulation | Tm shift relative to glycine control, % at 25 µM | NR3A LBD differential scanning fluorimetry, Tm shift; 0% = protein alone, 100% = glycine-bound protein | 340,000 tested, 2.5% active | AID 1259313;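 active = melting temperature shift of at least 10% of the positive control shift, at one fixed dose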
EBI2 antag – antagonists of human EBI2 receptor; EBI2 beta-arrestin recruitment, luminescence, 7a,25-OHC stimulated; inhibition, % at 5 µM; 360,000 tested, 0.81% active; AID 651636; in the data active = inhibition above about 38%;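 note: enzyme fragment complementation signal reports receptor beta-arrestin coupling in cells; 0% = agonist plus DMSO wells and 100% = wells without agonist; some results beyond the cut were filed as inactive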
Target sequence (P32249 whole entry, looked up, the tested form may be a part): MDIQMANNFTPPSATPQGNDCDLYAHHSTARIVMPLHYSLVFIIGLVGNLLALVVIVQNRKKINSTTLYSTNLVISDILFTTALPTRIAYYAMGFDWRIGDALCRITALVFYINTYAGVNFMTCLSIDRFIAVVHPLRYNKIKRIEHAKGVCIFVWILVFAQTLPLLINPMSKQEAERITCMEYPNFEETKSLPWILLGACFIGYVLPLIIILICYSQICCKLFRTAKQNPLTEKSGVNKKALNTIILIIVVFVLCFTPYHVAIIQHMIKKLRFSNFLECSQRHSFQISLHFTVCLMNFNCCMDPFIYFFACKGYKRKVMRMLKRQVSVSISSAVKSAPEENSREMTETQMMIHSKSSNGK
A3G deaminase – APOBEC3G (human) deaminase inhibition; Q9HC16; recombinant A3G, ssDNA deamination FAM/TAMRA fluorescence; 330,000 tested, 0.28% active; inhibition, % at 20 µM;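 active = inhibition of at least 40% at 20 µM, with no more than 30% in the related APOBEC3A deaminase screen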;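 note: plate controls were DMSO wells with A3G for no effect and wells lacking A3G enzyme for full effect; some compounds called inactive have numbers as strong as hits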
CXCR6 block – CXCR6 (human) receptor inhibition; 360,000 tested, 0.36% active; AID 602244; inhibition, % at 20 µM; CHO-K1 PathHunter CXCR6 beta-arrestin, luminescence; in the data active = inhibition above about 34%, passing the limit was not always enough;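 note: antagonist mode with CXCL16 agonist at 10 nM final; 0% = 10 nM CXCL16 with DMSO and 100% = unstimulated wells without agonist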
CCR6 antagonist – blocks CCL20-driven beta-arrestin recruitment at human CCR6; P51684; CHO-K1 CCR6 PathHunter beta-arrestin, luminescence, CCL20-stimulated; inhibition, % at 20 µM; 340,000 tested, 0.49% active; AID 493098;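 active = compounds whose inhibition of the agonist-driven luminescence signal at 20 µM reaches about 50%, limit read from the data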;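 note: cells stimulated with CCL20 at 14 nM final; plate controls were DMSO with CCL20 for no effect and DMSO without agonist for full effect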
Target sequence (P51684 whole entry, looked up): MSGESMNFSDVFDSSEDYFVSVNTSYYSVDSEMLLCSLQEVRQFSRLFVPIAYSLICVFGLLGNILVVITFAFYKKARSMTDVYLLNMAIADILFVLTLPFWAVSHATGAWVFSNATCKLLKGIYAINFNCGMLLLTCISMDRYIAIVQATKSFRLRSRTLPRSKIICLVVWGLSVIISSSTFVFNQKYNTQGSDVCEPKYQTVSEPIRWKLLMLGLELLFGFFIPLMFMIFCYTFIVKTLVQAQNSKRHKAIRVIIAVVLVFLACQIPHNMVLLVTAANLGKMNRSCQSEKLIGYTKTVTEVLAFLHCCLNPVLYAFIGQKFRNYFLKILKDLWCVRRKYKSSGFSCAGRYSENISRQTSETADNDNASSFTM
APOBEC3A inh – human APOBEC3A DNA deaminase inhibition; P31941; recombinant A3A, FAM/TAMRA ssDNA deamination fluorescence; inhibition, % at 20 µM; 330,000 tested, 0.41% active; AID 493011;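 active = at least 40% inhibition at 20 µM here, with at most 30% in a related deaminase screen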;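 note: plate controls were A3A with DMSO for no effect and wells lacking A3A enzyme for full effect; some results filed as inactive read as strong as hits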
Target sequence (P31941 whole entry, looked up): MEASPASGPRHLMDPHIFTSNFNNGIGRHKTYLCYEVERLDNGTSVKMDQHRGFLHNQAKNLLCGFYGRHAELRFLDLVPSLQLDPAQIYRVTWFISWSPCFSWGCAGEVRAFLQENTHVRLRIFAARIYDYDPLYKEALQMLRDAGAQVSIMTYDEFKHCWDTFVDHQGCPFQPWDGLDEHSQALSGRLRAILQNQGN
* = called active by the depositor; . = not tested or not shown.

1. CC(C)c1ccc(C2NC(=O)NC3=C2CCc2ccccc23)cc1 (centres undefined)
2. CN(c1ccc(C(=O)N2CCCCC2)cc1)S(=O)(=O)c1cccs1
3. OC(CN1CCCCC1)c1ccc(Br)cc1 (centres undefined)
4. CN1C(C(=O)NCC2CC2)CC2Cn3c(nc4ccccc43)C21 (centres undefined)
5. Cc1oc(-c2ccccc2F)nc1CN1CCC(C(=O)NC2CCCCCCC2)CC1
6. COc1cc(/C=C/C(=O)Nc2nc3ccc(S(=O)(=O)N(C)C)cc3s2)cc(OC)c1OC
7. CS(=O)(=O)N1CCN(c2ccccc2F)CC1
8. N#Cc1cc(C(=O)c2cc(Br)ccc2O)cn(C2CC2)c1=O
9. COCc1cc(C)nc(SCC[N+](C)(C)CC(=O)Nc2cccc(C)c2)c1C#N
10. Cc1nc2ccccc2nc1N/N=C/c1ccc(O)cc1
compound no.,1,2,3,4,5,6,7,8,9,10
MPTP block,11,0.4,0.4,-0.6,22,4.2,-0.3,-6.4,4.3,0.1
Gli-Sufu block,17,-6,14,-8,26,19,9,5,4,-26
GRIN3A LBD mod,0,-1,1,-1,-1,1,-3,-2,0,11*
EBI2 antag,15,-2,-1,-2,5,-14,0,-1,-6,6
A3G deaminase,-5,-6,.,-3,.,-6,-4,-1,-5,-7
CXCR6 block,3,-7,0,-3,-9,-8,-3,5,-3,3
CCR6 antagonist,-1,-10,12,-9,10,-3,1,17,10,16
APOBEC3A inh,0,-3,.,-3,.,-1,3,-1,-3,-4

Quoted at random: 2 compounds from above, in no set order.
6. COc1cc(/C=C/C(=O)Nc2nc3ccc(S(=O)(=O)N(C)C)cc3s2)cc(OC)c1OC
4. CN1C(C(=O)NCC2CC2)CC2Cn3c(nc4ccccc43)C21 (centres undefined)
compound no.,6,4
MPTP block,4.2,-0.6
Gli-Sufu block,19,-8
GRIN3A LBD mod,1,-1
EBI2 antag,-14,-2
A3G deaminase,-6,-3
CXCR6 block,-8,-3
CCR6 antagonist,-3,-9
APOBEC3A inh,-1,-3

The listing picks up; the 2 compounds before the break are reprinted first.
9. COCc1cc(C)nc(SCC[N+](C)(C)CC(=O)Nc2cccc(C)c2)c1C#N
10. Cc1nc2ccccc2nc1N/N=C/c1ccc(O)cc1
11. COc1ccccc1NC(=O)CSc1nnc(C2CCCCC2)n1-c1ccccc1
12. COc1ccc2c(c1)c(=O)oc1cc(OC(C(=O)O)c3ccccc3)ccc12 (centres undefined)
13. Fc1cccc(NC(=S)NCc2ccccc2Cl)c1
14. CN(C)S(=O)(=O)c1ccc(N2CCCC2)c(C(=O)Nc2ccc(Br)cc2F)c1
15. CCOc1ccc(/C=N/OC(C)C(=O)NCc2ccc3c(c2)OCO3)cc1 (centres undefined)
16. O=C(Nc1c2c(nc3ccccc13)CCCC2)c1cccc([N+](=O)[O-])c1
17. O=S(=O)(c1ccccc1)c1ccc(NCc2ccco2)cc1
18. COc1ccc(/C=N/Nc2nnc(-c3ccccc3)c(=O)[nH]2)cc1
19. O=C(CCN1C(=O)C2C3C=CC(C3)C2C1=O)N1CCN(c2ccc([N+](=O)[O-])cc2)CC1 (centres undefined)
20. CCOC(=O)c1cnn(-c2ccccc2)c1-n1cccc1C(=O)C(=O)Nc1ccc(F)cc1
compound no.,9,10,11,12,13,14,15,16,17,18,19,20
MPTP block,4.3,0.1,1.2,0.1,86*,-0.8,6.4,0.7,-1.3,2.1,0.9,1.3
Gli-Sufu block,4,-26,12,9,-11,7,-10,2,-6,10,4,2
GRIN3A LBD mod,0,11*,-2,-3,-8,4,-2,-1,-4,-1,3,0
EBI2 antag,-6,6,11,-2,-11,6,12,-2,3,-17,-4,-5
A3G deaminase,-5,-7,4,-1,-9,-2,-5,-3,1,-6,2,-10
CXCR6 block,-3,3,11,-10,-2,9,-3,-5,-1,7,-2,4
CCR6 antagonist,10,16,18,1,16,8,7,-4,-2,-1,-1,6
APOBEC3A inh,-3,-4,-12,4,-6,25,-1,1,1,2,1,-4

Only MPTP block and CCR6 antagonist, for some of the entries so far:
item	Molecule	MPTP block	CCR6 antagonist
16	O=C(Nc1c2c(nc3ccccc13)CCCC2)c1cccc([N+](=O)[O-])c1	0.7	-4
17	O=S(=O)(c1ccccc1)c1ccc(NCc2ccco2)cc1	-1.3	-2
18	COc1ccc(/C=N/Nc2nnc(-c3ccccc3)c(=O)[nH]2)cc1	2.1	-1

(next part)
21. Cc1cc(Nc2ccccc2)n(-c2nc3ccccc3[nH]2)n1
22. O=c1nccc(NCc2ccco2)[nH]1
23. COc1ccc(CCNC(=O)C2CCCN(Cc3nc(-c4cccc(Cl)c4)oc3C)C2)cc1OC (centres undefined)
24. CCOc1cc(C2Nc3ccccc3NC3=C2C(=O)CC(C)(C)C3)ccc1OC(C)=O (centres undefined)
25. CC(=O)Nc1c(C(=O)NCc2ccccc2)nnn1Cc1ccccc1
26. Cc1nc2ccc(NC(=O)COc3ccccc3[N+](=O)[O-])cc2s1
27. O=C(CN(c1cccc([N+](=O)[O-])c1)S(=O)(=O)c1ccccc1)NCc1ccccc1
28. COCCNC(=O)C(c1cccs1)N(Cc1cccs1)C(=O)Cn1nnc2ccccc21 (centres undefined)
29. CC(C)Cc1nnc(NC(=O)c2ccc([N+](=O)[O-])cc2)s1
30. CC(=O)Oc1ccc2c(C)cc(=O)[nH]c2c1
compound no.,21,22,23,24,25,26,27,28,29,30
MPTP block,2.4,1.7,8.6,-0.5,1.5,-1.7,1.7,-0.9,-7.4,0.4
Gli-Sufu block,21,1,8,1,-10,2,6,-9,-13,-23
GRIN3A LBD mod,3,1,0,-2,-3,1,10,1,0,0
EBI2 antag,27,-6,2,-7,-5,8,1,1,-10,3
A3G deaminase,-2,-7,-7,-4,2,-3,-5,-1,-1,0
CXCR6 block,17,-1,-4,-2,1,7,-7,-4,10,-3
CCR6 antagonist,39,7,12,23,20,-8,11,-2,14,-8
APOBEC3A inh,-3,-2,-4,3,1,0,-3,1,0,3

31. COC(=O)c1ccc(CSc2cc(C)c3cc(C)cc(C)c3n2)o1
32. c1ccc(C2=Nc3c(ccc4ccccc34)C(c3ccncc3)=NN2)cc1
33. COc1ccccc1N1CCN(C(=O)C2=CC=CN3CCS(=O)(=O)N=C23)CC1
34. C/C(=N\NC(=O)c1ccc(CN(C)S(=O)(=O)c2ccc(C)cc2)cc1)c1ccc(OC(F)F)cc1
35. Cc1ccc(CNC(=O)CCCn2c(=O)c3ccccc3n(CC(=O)NC3CCCC3)c2=O)cc1
36. CC(C)(CNC(=O)Cc1ccc(NS(=O)(=O)c2cccc(C(F)(F)F)c2)cc1)N1CCOCC1
37. OCC1(CCCc2ccccc2)CCN(C2CCC2)CC1
38. COc1ccc(CN2C(=NC(=O)c3ccccc3)SC3CS(=O)(=O)CC32)cc1OC (centres undefined)
39. O=C(NNC(=S)Nc1ccc(Cl)c(Cl)c1)c1ccccn1
40. O=c1cc(-c2ccc(O)cc2)oc2cc(O)c(C3OC(CO)C(O)C(O)C3O)c(O)c12 (centres undefined)
compound no.,31,32,33,34,35,36,37,38,39,40
MPTP block,3.5,0.3,1.5,0.2,-1.7,0.0,0.4,1.6,-0.1,0.2
Gli-Sufu block,-9,-3,-11,5,-1,3,38,-13,-11,-1
GRIN3A LBD mod,1,-1,-1,1,0,0,0,2,6,-1
EBI2 antag,6,16,-3,1,5,13,-6,2,-16,1
A3G deaminase,-4,-9,5,-5,-1,-6,-2,-3,-8,-2
CXCR6 block,6,9,10,-12,-9,6,-1,1,-3,8
CCR6 antagonist,3,18,1,9,-4,3,3,11,2,6
APOBEC3A inh,1,2,4,0,2,0,-2,0,-3,-1

41. CCN(CC(=O)Nc1ccc(NC(C)=O)cc1)C(=O)CCCc1nc2ccccc2c(=O)[nH]1
42. CCCCN(CCCC)CC(O)COc1ccc(Br)cc1 (centres undefined)
43. O=C(Nc1ccc(Br)cc1)/C(=C/c1cccc([N+](=O)[O-])c1)NC(=O)C1CCCCC1
44. COc1ccc(C(=O)Nc2c(N)nc[nH]c2=O)cc1
45. O=C1c2cccc3c([N+](=O)[O-])ccc(c23)C(=O)N1c1ccc(Cl)cn1
46. COc1ccccc1Cn1c(=S)[nH]c2cc(C(=O)NCCN3CCOCC3)ccc2c1=O
47. CC1CN(C(=O)CCNC(=O)c2ccc(Cl)cc2)CC(C)O1 (centres undefined)
48. Cc1cc(OC(C)C(N)=O)nc(-c2ccccc2)n1 (centres undefined)
49. CC(C)C(NS(=O)(=O)c1cccc(C(F)(F)F)c1)C(=O)N1CCc2ccccc2C1 (centres undefined)
50. S=c1[nH]nc(-c2ccccn2)n1/N=C/c1cccc(Cl)c1
compound no.,41,42,43,44,45,46,47,48,49,50
MPTP block,0.0,1.5,90*,6.8,1.2,-0.8,0.0,0.4,1.2,-1.3
Gli-Sufu block,-4,4,8,0,6,1,-22,.,1,4
GRIN3A LBD mod,1,0,-15,1,-2,-1,-1,-2,1,-3
EBI2 antag,6,9,18,-4,44*,-7,-6,2,20,-1
A3G deaminase,-3,-1,-5,-10,-5,5,-6,3,2,43*
CXCR6 block,9,0,11,3,54*,-2,5,2,7,-1
CCR6 antagonist,-3,18,26,6,76*,-14,6,10,14,-5
APOBEC3A inh,-4,2,1,-3,1,0,-2,4,-3,-5

51. COc1ccc(C(=O)NCN2CCN(c3ccccc3)CC2)cc1OC
52. CNc1ccccc1C(=O)OCC(=O)Nc1ccc2c(c1)OCO2
53. CCOC(=O)COn1c(=O)c(-c2ccc(OCC)cc2)[n+]([O-])c2ccccc21
54. CC1(C)CC(=S)Nc2ccccc2S1
55. COC(=O)Nc1snnc1C
56. CCN1CCN(C(=O)CN2C(=O)COc3ccc(C)cc32)CC1
57. COc1ccc2cc(OCC(=O)NNC(=O)Nc3ccc(C(C)=O)cc3)ccc2c1
58. CCCCn1c(SCC(=O)NCc2ccc(OC)c(C(=O)O)c2)nc2cc(S(N)(=O)=O)ccc21
59. CCCN(CC(=O)Nc1ccccc1C)C(=O)c1ccc2[nH]c3c(c2c1)CC(C)CC3 (centres undefined)
60. COc1ccc(CCN2CC(C(=O)NCCN3CCOC3=O)CCC2=O)cc1 (centres undefined)
compound no.,51,52,53,54,55,56,57,58,59,60
MPTP block,-0.1,-1.5,1.9,0.9,-1.5,0.1,0.3,-2.0,-1.3,-0.5
Gli-Sufu block,0,-2,-2,4,2,-22,-8,24,1,-2
GRIN3A LBD mod,1,4,1,-1,-8,-1,8,-1,-1,2
EBI2 antag,-7,0,-1,-6,0,3,3,1,36,3
A3G deaminase,-5,-6,-8,25,-7,-9,23,-10,-4,2
CXCR6 block,7,1,8,8,-3,4,0,-8,7,8
CCR6 antagonist,3,2,8,3,36,8,2,3,1,16
APOBEC3A inh,-3,-3,-3,2,0,-4,0,-1,-2,4

61. O=C(CCN1C(=O)C2C3C=CC(C4CC34)C2C1=O)OCC(=O)c1ccccc1 (centres undefined)
62. CCOc1ccc(CN2CCN(Cc3cccn3-c3nccs3)CC2CCO)cc1 (centres undefined)
63. CCOc1cc2[nH]c(=O)n(CCCC(=O)N(C)Cc3ccccc3)c(=O)c2cc1OCC
64. CCOC(=O)COc1cc(O)c2c(=O)cc(-c3ccccc3)oc2c1
65. O=C(NC(=S)N1CCc2ccccc21)c1ccccc1Br
66. Cc1ccc(C(=O)O)cc1NC(=O)CCc1ccccc1
compound no.,61,62,63,64,65,66
MPTP block,-0.8,2.0,-0.9,-0.7,-1.0,-0.9
Gli-Sufu block,-1,3,2,-1,-6,4
GRIN3A LBD mod,0,0,-4,-1,6,-2
EBI2 antag,-4,8,-1,1,-1,-13
A3G deaminase,-10,0,-10,-1,-5,-9
CXCR6 block,1,14,-7,5,3,1
CCR6 antagonist,1,17,-7,11,36,-3
APOBEC3A inh,-5,2,1,0,-4,-3
